# rCAG binder: molecules binding r(CAG) RNA repeats. 1.3% of 370,000 active. inhibition, % at 3 µM. r(CAG) RNA repeat, TO-PRO-1 dye displacement fluorescence;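 active = inhibition above the plate cutoff, the mean of all test compounds on that plate plus 3 SD, cut at about 35% in these data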;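 also: 0% = DMSO alone and 100% = 100 µM mitoxantrone as full dye displacement; higher means more dye released from RNA so lower well fluorescence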
# GC-B act: GC-B (human) receptor activation. P20594. HEK293-GC-B cells, CNP EC30, cGMP TR-FRET; 0% at EC30 CNP, 100% saturating CNP. activation, % at 10 µM. 0.11% of 370,000 active;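 active = activation at 10 µM reaching about 35% in either raw or pattern-adjusted values, limit read from the data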
# ARFGAP1 inh: inhibitors of rat ARFGAP1. 0.26% of 360,000 active. Q62848. Arfgap1-stimulated ARF1 GTP hydrolysis, GDP FP detection. inhibition, % at 16.5 µM. AID 651572;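 active = inhibition above a per-plate limit, mean inhibition of low control wells plus 3 SD, cut at about 25% in these data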;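 also: 0% = DMSO wells with enzyme and 100% = wells lacking Arfgap1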
# Target sequence (Q62848 1-136 limits assumed): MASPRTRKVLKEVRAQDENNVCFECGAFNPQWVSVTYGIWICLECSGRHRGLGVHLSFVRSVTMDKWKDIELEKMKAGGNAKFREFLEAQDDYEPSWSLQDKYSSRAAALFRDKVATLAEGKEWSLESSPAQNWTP
#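 Material: rat Arfgap1 GAP domain (His6, aa 1-136), purified enzyme. Also added: human ARF1(Δ1-17)-GTP substrate. Compound dosing: 16.5 µM single point, 1.26% DMSO. Timing: enzyme reaction 120 min at 25 °C after 20 min preincubation. Signal: GDP detection by fluorescence polarization. Read-out basis: percent inhibition of GAP-stimulated GDP formation, scaled between DMSO and no-Arfgap1 medians.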
# ASAP1 inh: blocks human ASAP1-stimulated Arf1 GTP hydrolysis; 0.19% of 360,000 active; GDP FP detection; inhibition, % at 16.5 µM; Q9ULH1; in the data active = inhibition above about 25%;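 also: 0% = vehicle with enzyme and substrate and 100% = no enzyme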
# PG9 Ab binder: small molecules binding HIV-1 gp120 antibody PG9. TR-FRET gp120-PG9 antibody binding. inhibition, % at 6.7 µM. AID 624416. 0.43% of 360,000 active; in the data active = inhibition above about 8.5%
# Rev-erbA mod: Rev-erb alpha (human) modulation. 0.79% of 370,000 active. activity, % at 10 µM. Rev-erbα–FITC-DNA binding, fluorescence polarization, 90 min;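 active = activity above about 14%, limit read from the data; passing the limit was not always enough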;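 also: 0% = DMSO wells with 35 nM protein and 100% = DMSO wells with 750 nM protein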
# HTRA1 inhibitor: inhibitors of human serine peptidase HTRA1 | 0.5% of 340,000 active | recombinant HTRA1, FP-rhodamine activity-based probe, fluorescence polarization | inhibition, % at 5.96 µM | AID 504803 | Q92743; in the data active = inhibition above about 36%;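 also: 0% = enzyme with DMSO and 100% = wells lacking enzyme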
# Target sequence (Q92743 whole entry, looked up): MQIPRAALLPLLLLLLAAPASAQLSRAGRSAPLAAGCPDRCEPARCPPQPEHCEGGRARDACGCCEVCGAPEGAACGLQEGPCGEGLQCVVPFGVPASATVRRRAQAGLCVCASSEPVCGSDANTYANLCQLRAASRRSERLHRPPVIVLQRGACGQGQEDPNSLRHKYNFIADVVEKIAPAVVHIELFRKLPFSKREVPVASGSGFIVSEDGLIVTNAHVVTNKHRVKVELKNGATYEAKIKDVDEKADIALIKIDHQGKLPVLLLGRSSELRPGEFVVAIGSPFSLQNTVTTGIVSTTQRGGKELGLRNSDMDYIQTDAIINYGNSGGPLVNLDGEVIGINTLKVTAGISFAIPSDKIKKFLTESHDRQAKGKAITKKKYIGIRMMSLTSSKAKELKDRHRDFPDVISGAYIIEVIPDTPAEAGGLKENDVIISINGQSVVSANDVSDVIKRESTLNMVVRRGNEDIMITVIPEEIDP
# GC-A act: GC-A (human) enzyme activation; P16066; HEK293 GC-A cells, cGMP TR-FRET, EC30 ANP; 0% at EC30 ANP, 100% saturating ANP; activation, % at 10 µM; 0.14% of 370,000 active; in the data active = activation above about 40%
# SMARCA2 activ: SMARCA2 function activation, primary screen | MG213 cells, MMTV-luciferase reporter, dexamethasone, overnight | activation, % at 9.1 µM | 1% of 370,000 active; in the data active = activation above about 7.8%;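 also: 0% = vehicle wells and 100% = reference activator wells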
# mABHD4 FP: inhibitors of mouse ABHD4. purified mABHD4, FP-Rh probe fluorescence polarization. inhibition, % at 8.92 µM. 0.54% of 370,000 active;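 active = inhibition exceeding the mean over every tested compound plus 3 SD, cut at about 30% in these data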;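 also: 0% = plate median of compound wells and 100% = S159A mutant with DMSO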
# Target sequence (Q8VD66 whole entry, looked up): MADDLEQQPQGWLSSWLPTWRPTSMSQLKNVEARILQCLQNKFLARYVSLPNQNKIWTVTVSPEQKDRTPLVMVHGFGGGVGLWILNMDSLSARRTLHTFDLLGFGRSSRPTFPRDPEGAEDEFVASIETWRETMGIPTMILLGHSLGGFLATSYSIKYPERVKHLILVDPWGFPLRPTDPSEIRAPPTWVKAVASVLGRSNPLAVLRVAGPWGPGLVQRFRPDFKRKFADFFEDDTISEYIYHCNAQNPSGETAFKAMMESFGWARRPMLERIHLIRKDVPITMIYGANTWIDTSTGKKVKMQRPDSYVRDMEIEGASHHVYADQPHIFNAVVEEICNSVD
#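 Test system: mABHD4 protein | Buffer or medium: HEPES pH 7.0 buffer, 150 mM NaCl, 0.01% Pluronic F-127 | Probe or stimulus: FP-Rh fluorescent activity-based probe, added after compound pre-incubation | Timing: Pre-incubation 45 min, probe exposure 60 min, at 25 °C | Technique: Fluorescence polarization, excitation 525 nm, emission 598 nm, BODIPY TMR filters | Repeats: Single well per compound (singlicate)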
# * = called active by the depositor; . = not tested or not shown; & = joins results of further samples.
SMILES,rCAG binder,GC-B act,ARFGAP1 inh,ASAP1 inh,PG9 Ab binder,Rev-erbA mod,HTRA1 inhibitor,GC-A act,SMARCA2 activ,mABHD4 FP
CCn1c(CC(=O)Nc2cccc(Cl)c2Cl)nnc1SCCOc1ccc(OC)cc1,.,-5,.,.,.,1,-7,-1,.,.
Cc1ccc(S(=O)(=O)N(Cc2ccccc2Cl)C(=O)N2CCN(C)CC2)cc1,-1,0,9,-2,1.4,-6,4,2,1,-7
O=c1[nH]c(=S)[nH]c2c1[C@H](C1CC1)O[C@H](CCc1ccccc1)C2,0,1,-3,-12,-3.3,6,.,-3,-7,-2
COc1ccccc1C(=O)O/N=C(\N)c1ccc(Cl)cc1,-2,3,0,0,0.3,5,-10,0,6,0
COc1ccc(CN2CCOC2=O)cc1OC,4,2,-7,-1,2.0,6,6,2,-2,2
O=C1CC(c2ccccc2)CC(O)=C1C=Nc1ccccc1Cl (stereo unspecified),5,-7,-2,-9,2.3,2,4,-1,-1,9
Cc1cc(C)c(S(=O)(=O)N2CCCOC2CNC(=O)C(=O)NCc2ccco2)c(C)c1 (stereo unspecified),-1,2,7,7,-0.5,-2,4,0,1,2
COCCN(C(=O)COC(=O)CSc1ccc(Cl)cc1)c1c(N)n(Cc2ccccc2)c(=O)[nH]c1=O,-6,4,6,6,-2.4,-3,-2,0,4,-2
COc1ccc(CN2CCN(C3CCC3)CC2CCO)c(F)c1 (stereo unspecified),-4,0,1,-8,-2.9,-2,-1,-3,-3,0
Cc1ccc(NC(=O)CSCC(=O)Nc2cc(Cl)ccc2N2CCOCC2)cc1,0,-14,1,6,1.6,-3,-10,-25,1,-10
CC(C)NC(=O)CSc1nccc(-c2cccs2)n1,-1,0,-3,-10,-1.4,-2,3,-1,1,4
O=C(CNC(=O)c1cccs1)c1ccc(F)cc1,-2,-2,-1,1,-0.2,-7,10,3,8,2
CCN(CC)C(=O)c1nc(-c2cccc3ccccc23)no1,0,-2,18,-7,-1.4,3,-9,-1,8,-4
Cn1c(=O)c2c(ncn2Cc2ccc(Cl)cc2)n(C)c1=O,-3,-2,-8,-6,-2.5,3,4,3,-8,-12
COc1cc(NC(=O)c2ccccc2)c(OC)cc1NC(=O)CN1CCOCC1,-5,0,8,-9,0.6,-6,2,-2,-4,-6
CCN(CC)c1ccc(NC(=O)COC(=O)c2ccc3ccccc3n2)cc1,-3,-13,2,8,-2.4,-3,-3,0,2,7
CC(C)NC(=O)Nc1ccc2c(c1)C(=O)N([C@H](C)CO)C[C@H](C)[C@@H](CN(C)Cc1ccc(C(F)(F)F)cc1)OCCCC[C@H](C)O2,3,7,1,6,1.1,3,-6,4,-2,-1
COC(=O)c1cncn1Cc1ccccc1,2,-3,0,-1,2.4,5,-4,-2,-1,1
CCN(c1ccc(OC)cc1)S(=O)(=O)c1ccc(-c2cc(C)no2)s1,3,2,8,15,-1.5,5,-25,0,-1,-8
CCOc1ccccc1CN1C(=O)NC(C)(c2ccccc2)C1=O (stereo unspecified),-7,-11,24,-4,2.0,-3,1,-17,-2,0
CCN1CCCc2cc(CN(CCN3CCOCC3)C(=S)Nc3ccc(OC)cc3)ccc21,1,-2,24,12,-2.5,0,2,-1,-4,14
CCn1c(-c2cccnc2Cl)nc2ccccc21,-1,4,11,6,-1.6,-1,-3,2,4,1
CCOc1ccc(OCCC(=O)OCC(=O)Nc2cc(OCC)c(N3CCOCC3)cc2OCC)cc1,-3,4,3,8,-0.9,2,6,3,0,0
CC(O)c1nc2ccccc2n1Cc1ccc([N+](=O)[O-])cc1 (stereo unspecified),0,0,-6,-9,0.4,2,2,2,-3,7
CC1CC(C)CN(c2ccc([N+](=O)[O-])nc2)C1 (stereo unspecified),-5,0,15,-12,-1.3,5,-2,-5,2,-2
CC(C)Cn1c(=O)c2sccc2n2c(CCCC(=O)N3CCC(N4CCCCC4)CC3)nnc12,-6,3,1,-5,-1.5,5,6,3,-1,-5
Cc1cccc(C(=O)OC(C)CN2C(C)CCCC2C)c1 (stereo unspecified),-4,7,-6,0,-1.4,1,0,0,-1,-3
O=C(CN(c1ccccc1F)S(=O)(=O)c1ccccc1)Nc1ccccc1C(=O)N1CCOCC1,-2,1,2,0,-1.6,-1,-9,-3,-5,-7
O=C(O)c1cccc(NC(=O)c2cc(NC(=O)c3ccccc3)cc(NC(=O)c3ccccc3)c2)c1,66*,-1,0,10,0.8,-5,-74,-3,-5,-67
CCOC(=O)N1CCN(C(=O)C(CC)n2nc(C)c3sc4ccccc4c3c2=O)CC1 (stereo unspecified),-1,-14,-1,18,-0.3,-5,6,-5,1,-4
CN(C)C=Nc1c(C(=O)c2ccccc2)sc2nccc(N(C)C)c12,-9,4,8,5,-2.5,-2,7,-4,-3,-8
Cc1c(NC(=O)c2cccc(NC(=O)COc3cccc(Br)c3)c2)c(=O)n(-c2ccccc2)n1C,3,2,2,-17,-0.1,-6,6,2,-2,-3
Cc1nc2ccc(NC(=O)C(F)(F)F)cc2o1,0,1,14,14,-1.6,0,1,6,-1,9
C=CCNC(=O)COc1ccccc1C#N,1,-1,7,-1,1.0,-1,-10,1,0,3
CC[C@]12c3[nH]c4ccc(OC)cc4c3CCN1C(=O)C(CC(=O)NCCCOC)C[C@@H]2C(=O)N1CCN(C(=O)c2ccco2)CC1 (stereo partly specified),3,4,9,3,0.2,0,6,2,-3,-1
CCOCCOC(=O)c1ccc(NC(=O)C2COc3ccccc3O2)cc1 (stereo unspecified),-1,2,-1,-6,2.0,9,-9,1,0,-9
C=C(C)c1cccc(C(C)(C)NC(=O)NCCCn2ccnc2)c1,-8,0,-4,-14,-0.2,-1,10,4,5,3
CCCOc1ccccc1-c1nc(SCCC(=O)O)n[nH]1,0,4,-5,-8,0.7,0,7,1,2,5
COCCNC(=O)C(c1ccc(C)o1)N(C(=O)c1snc(C(N)=O)c1N)c1cccc(C)c1 (stereo unspecified),-6,-5,13,0,-0.4,3,-10,-18,-2,-3
COc1ccc(C(=O)O)cc1S(=O)(=O)NCCCN1CCCC1=O,1,3,8,-6,0.0,0,4,1,1,-7
c1ccc2c(c1)oc1c(Nc3ccc4c(c3)OCO4)ncnc12,7,-2,-12,-6,1.9,-13,0,9,0,5
Cc1cc(O)cc(=O)n1-c1cccc([N+](=O)[O-])c1,2,1,-3,-1,-1.6,4,.,4,-2,1
Cc1c(Cl)cccc1NC(=O)c1cc(-c2ccccc2O)n[nH]1,9,31,3,17,-1.3,-5,-35,18,0,-34
NCCCC(=O)O,1,1,0,-4,-2.2,3&-5,8,2,-4,0
O=C1NC2(CCCC2)C(=O)N1CC(=O)N(Cc1ccccc1)c1ccccc1,-7,4,-7,6,0.7,3,-1,-3,-1,1
CC(C)(C)C(=O)N(Cc1ccc(Cl)cc1)Cc1cccnc1,-3,1,-1,-3,1.2,3,5,0,-1,0
O=C(c1cc(-c2ccco2)nn1-c1cccc(Cl)c1)N1CCCCC1,-5,-7,-15,-1,0.6,-7,-11,-1,0,5
COc1cccc(/C=N/NC(=O)CCCC(=O)Nc2ccc(Br)cc2)c1,-1,-5,22,1,-1.0,3,-5,-8,-2,-7
Cc1cc(NC(=O)C(C)SCC(=O)N(C)CC(=O)Nc2ccccc2C(F)(F)F)no1 (stereo unspecified),-1,1,-5,-1,-1.7,0,1,0,2,-2
Cc1ccccc1C(=O)OCC(=O)Nc1cccc(S(=O)(=O)N2CCCCC2)c1,5,-2,4,-16,-0.6,-1,-24,6,-1,-20
COC(=O)C[C@H]1c2cc(C(F)(F)F)ccc2S(=O)(=O)N1Cc1ccccc1,-8,5,-9,6,-0.7,0,-4,3,1,-4
CN(c1cc2c(c3c1ccn3C)C1CCC2O1)C1CCCCC1 (stereo unspecified),3,-6,-1,-1,-3.0,9,.,0,4,2
O=S(=O)(NCCC1=CCCCC1)c1ccccc1Br,-3,-4,-2,19,0.8,-4,-17,2,-1,22
Cc1nc2ccccc2c(=O)n1/N=C/c1ccccc1O,3,-2,4,-19,0.9,2,-3,6,1,0
CCOC(=O)CCCc1ccc(/C(C)=N/NC(N)=S)cc1,-6,-15,9,6,1.4,8,-2,-14,-6,-2
COc1cc(/C=N/NC(=O)CNC(=O)c2ccc3c(c2)OCCO3)ccc1O,1,-3,-2,11,-2.7,1,3,4,-1,-3
Cn1nc(-c2ccc(S(N)(=O)=O)s2)cc1C(F)(F)F,1,-2,-3,6,-2.8,1,11,2,-3,2
CC(C(=O)Nc1ccccn1)N1C(=O)c2ccccc2S1(=O)=O (stereo unspecified),3,4,0,-9,0.4,5,2,-3,1,-1
NC1=NC2(CCCCC2)N(c2cccc(Cl)c2)C(N)=N1,2,-3,0,-1,0.0,1,0,5,-1,-11
O=C(CC[C@H]1O[C@@H](n2ccc(=O)[nH]c2=O)[C@H](O)[C@@H]1O)NCC1CCCO1 (stereo partly specified),2,-2,1,3,0.0,-14,.,1,-4,5

# Sorted by count of non-hydrogen atoms (high to low): part of the list above.
SMILES,rCAG binder,GC-B act,ARFGAP1 inh,ASAP1 inh,PG9 Ab binder,Rev-erbA mod,HTRA1 inhibitor,GC-A act,SMARCA2 activ,mABHD4 FP
COc1cccc(/C=N/NC(=O)CCCC(=O)Nc2ccc(Br)cc2)c1,-1,-5,22,1,-1.0,3,-5,-8,-2,-7
CC(C(=O)Nc1ccccn1)N1C(=O)c2ccccc2S1(=O)=O (stereo unspecified),3,4,0,-9,0.4,5,2,-3,1,-1
Cc1nc2ccccc2c(=O)n1/N=C/c1ccccc1O,3,-2,4,-19,0.9,2,-3,6,1,0
O=S(=O)(NCCC1=CCCCC1)c1ccccc1Br,-3,-4,-2,19,0.8,-4,-17,2,-1,22

# Remaining list, next part
SMILES,rCAG binder,GC-B act,ARFGAP1 inh,ASAP1 inh,PG9 Ab binder,Rev-erbA mod,HTRA1 inhibitor,GC-A act,SMARCA2 activ,mABHD4 FP
CC(=O)N1CCN(S(=O)(=O)c2c(C)n(C)c(=O)n(C)c2=O)CC1,0,1,-16,-11,-1.5,-3,0,4,0,-2
COc1ccccc1C(=O)COC(=O)/C=C/c1ccccc1,2,-3,3,11,-3.3,2,-20,-3,0,-13
CC(CCN1CCN=C1Nc1ccccc1)c1ccccc1 (stereo unspecified),-1,-4,0,9,1.1,5,1,-1,-1,2
COCC(=O)N/N=C(\C)CC(=O)Nc1ccccc1C(N)=O,2,1,3,-10,-2.0,-1,7,-1,3,2
CCN1C(=O)[C@H]2[C@@H](c3ccc(OC)cc3)N3C(=O)CN(Cc4ccccc4)C(=O)[C@@]3(Cc3ccccc3)[C@H]2C1=O,1,8,-5,10,1.3,-1,-7,0,-2,-8
CC(=O)c1nnn(-c2ccc([N+](=O)[O-])cc2C)c1C,-3,3,3,-5,-1.3,4,3,-3,1,-5
Cc1noc(NS(=O)(=O)c2ccc(NC(=O)C34CC5CC(C3)CC(n3cnc(Cl)n3)(C5)C4)cc2)c1C,31,1,-5,-7,-1.6,6,0,-1,-1,-2
